From PubChem
Anthrax LF prot: blocks Bacillus anthracis lethal factor protease | P15917 | 360,000 compounds, 0.12% hits | inhibition, % at 10 µM | multiplex microsphere protease cleavage assay, LF; note: plate controls were buffer without enzyme for full effect and enzyme alone for no effect
Target sequence (P15917 whole entry, looked up): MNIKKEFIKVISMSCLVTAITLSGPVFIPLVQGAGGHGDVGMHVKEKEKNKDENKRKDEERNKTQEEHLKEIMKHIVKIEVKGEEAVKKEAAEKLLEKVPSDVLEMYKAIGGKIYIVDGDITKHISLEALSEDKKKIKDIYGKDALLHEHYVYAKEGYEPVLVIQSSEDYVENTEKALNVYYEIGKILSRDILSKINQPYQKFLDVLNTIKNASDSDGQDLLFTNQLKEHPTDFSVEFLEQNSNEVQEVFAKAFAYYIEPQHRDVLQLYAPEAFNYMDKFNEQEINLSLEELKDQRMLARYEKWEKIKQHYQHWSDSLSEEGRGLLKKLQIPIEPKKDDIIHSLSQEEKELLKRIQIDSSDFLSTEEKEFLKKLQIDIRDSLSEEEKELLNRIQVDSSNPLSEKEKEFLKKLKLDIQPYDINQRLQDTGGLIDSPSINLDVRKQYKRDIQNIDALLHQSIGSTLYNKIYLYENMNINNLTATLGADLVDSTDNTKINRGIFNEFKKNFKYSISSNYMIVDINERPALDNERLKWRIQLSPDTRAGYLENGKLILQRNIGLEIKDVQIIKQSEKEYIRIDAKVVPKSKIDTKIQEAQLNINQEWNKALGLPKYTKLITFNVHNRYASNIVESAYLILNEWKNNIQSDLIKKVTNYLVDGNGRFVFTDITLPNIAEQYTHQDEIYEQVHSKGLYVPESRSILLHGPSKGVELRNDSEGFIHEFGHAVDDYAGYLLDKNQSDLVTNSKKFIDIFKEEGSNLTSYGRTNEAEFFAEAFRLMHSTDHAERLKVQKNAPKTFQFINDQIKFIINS
SARS 3CLpro inh: SARS-CoV 3CLpro protease inhibition; recombinant SARS-CoV 3CLpro, quenched FRET peptide cleavage; P0C6X7; inhibition, % at 6 µM; 290,000 compounds, 0.14% hits; in the data active = inhibition above about 12%
TcdB GH inh: blocks C. difficile toxin B glycohydrolase activity; P18177; TcdB glycohydrolase enzymatic assay, plate reader; inhibition, % at 9.99 µM; 350,000 compounds, 0.24% hits; AID 652162; in the data active = inhibition above about 10%
PrPC surface inh: inhibitors of human cell surface prion protein PrPC; P04156; TR-FRET read-out; inhibition, % at 13.8 µM; 370,000 compounds, 0.43% hits; AID 720596; in the data active = inhibition above about 24%; note: 0% = median of the test wells and 100% = reference compound wells
BH1578 lux ind: induces V. cholerae light production without autoinducers; V. cholerae BH1578 lux reporter, luminescence, 6 h; activation, % at 18.7 µM; 350,000 compounds, 0.16% hits; AID 588436; in the data active = activation mostly above about 9.7%, no sharp cut-off; inconclusive = no clear call, values can overlap the other calls; inactive = mostly below about 3.7%; note: not every result past the cut was called active; inactives centre near 0; reference of the scale not given here
PriA SSB inh: K. pneumoniae PriA-SSBct interaction inhibition | AlphaScreen SSBct-PriA binding, biotinylated peptide | inhibition, % at 33 µM | 430,000 compounds, 0.6% hits; in the data active = inhibition mostly above about 37%, no sharp cut-off; inactive = mostly below about 20%;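 note: plate controls were negative control peptide for no effect and reference peptide for full effect; strong numbers were not always called active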
BoNT A protease: blocks Botulinum neurotoxin A light chain protease | multiplex microsphere protease substrate cleavage, flow cytometry | inhibition, % at 10 µM | 360,000 compounds, 0.17% hits | AID 588499; note: plate controls were buffer without enzyme for full effect and enzyme alone for no effect
PfHsp40 rescue: rescue of PfHsp40-mediated yeast toxicity | AID 504582 | growth rescue, % at 12.5 µM | S. cerevisiae expressing PfHsp40, growth rescue, ATP luminescence | 340,000 compounds, 0.68% hits; in the data active = growth rescue above about 28%, passing the limit was not always enough; inconclusive = no clear call, values can overlap the other calls;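 note: yeast W303a lacking pdr1 and pdr3 grown in galactose medium; growth measured after three days at 30 °C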
Y pestis TopoI: inhibitors of Yersinia pestis topoisomerase I | Y. pestis Topo-I cleavage product accumulation, plate reader | activity, % at 10 µM | 360,000 compounds, 0.064% hits; in the data active = activity above about 50%, passing the limit was not always enough; inconclusive = no clear call, values can overlap the other calls; note: inactives centre near 2
Active calls of the source: *; i = inactive; ? = inconclusive; / = no result given. Cut-off read from the data, not from the text of the source, unless noted: active = inhibition above about 30%; inconclusive = no clear call, values can overlap the other calls; inactive = below that.

entry	SMILES	PrPC surface inh	BH1578 lux ind	SARS 3CLpro inh	Y pestis TopoI	TcdB GH inh	PriA SSB inh	Anthrax LF prot	PfHsp40 rescue	BoNT A protease
1	Cc1ccsc1C(=O)NCc1ccccc1Cl	-0.7	-0.5	0.3	-1.6	0.6	-23.4	-5.7	0.1	-0.2
2	O=C(Nc1nnc(-c2ccc(Br)cc2)o1)C1=COCCO1	0.1	i	/	3.9	0.8	-3.6	-1.7	-0.3	-2.2
3	CCCC(=O)Nc1nnc(CC(=O)OCC)s1	-0.9	-2.0	8.8	6.0	/	-15.7	0.7	0.0	0.5
4	COc1ccc(Cl)cc1NC(=S)NCc1ccc(S(N)(=O)=O)cc1	2.9	-0.5	-1.3	-3.4	0.4	-1.1	-1.8	0.4	0.0
5	O=C(c1cc(-c2ccc(Cl)cc2)on1)N1CCN(c2ccc(F)cc2)CC1	-2.8	i	0.2	-7.5	-0.2	3.5	0.4	0.8	-0.5
6	CCSc1ncc(Cl)c(C(=O)Nc2ccccc2C)n1	-2.4	i	5.5	-2.5	0.8	3.2	7.6	-2.8	-0.4
7	CC(Sc1nncs1)C(=O)Nc1ccc(Cl)cn1 (stereo not given)	6.0	-0.6	-4.2	1.1	/	-1.4	-1.5	14.3	-0.4
8	CC1=CC(C)(C)N(C(=O)CNC2CCCCC2)c2cc(C)ccc21	3.7	-1.3	2.3	10.3	1.3	-18.1	-3.7	-0.3	-0.5
9	C=C(C)C1CC=C(C)/C(=N/NC(=O)CCCNc2cccc(C)c2)C1 (stereo not given)	-4.3	i	-3.9	0.2	0.5	/	-2.1	0.9	-0.3
10	O=C(CN1C(=O)CSC1=O)NCc1ccccc1	-5.4	i	-0.3	-8.9	/	-16.4	1.7	-1.3	-0.2
11	O=C(CCC(=O)N1CCOCC1)Nc1ccc(Cl)c(Cl)c1	2.1	-0.5	-2.1	0.7	-1.3	-12.8	-1.4	0.1	1.3
12	Cc1nc2c(nnn2Cc2ccccc2Cl)c(=O)[nH]1	6.5	-0.9	-3.3	-1.7	0.4	0.3	4.3	-0.5	1.9
13	CCCCCCCNC(=O)C1(CC2CC(c3ccccc3)=NO2)CCN(C(=O)c2ccccc2)CC1 (stereo not given)	-11.6	-0.5	/	27.8	1.0	-0.5	-6.4	2.5	-0.5
14	O=C(c1cc(COc2cccc(C(F)(F)F)c2)on1)N1CCC(c2ccccc2)CC1	12.2	0.7	2.8	35.4	-11.7	-13.5	-0.1	0.0	8.4
15	CCCCNS(=O)(=O)CCNCc1ccc(OC)cc1	2.0	0.6	/	2.1	1.5	-9.3	-3.2	1.6	-0.3
16	COc1ccc(NC(=O)Cn2c(=O)n(CC(=O)NCc3ccco3)c(=O)c3ccccc32)cc1	-1.1	-4.1	2.1	14.5	/	1.6	0.1	-1.4	-0.7
17	CCCc1nc2scc(-c3ccccc3)c2c(=O)n1N	-1.9	0.9	-0.7	-7.6	/	-2.2	-0.9	1.2	-1.8
18	CCOc1ccc2cc(S(=O)(=O)N3CCN(C)CC3)ccc2c1	1.0	-0.4	-0.2	6.0	1.7	-2.5	-6.2	-2.1	-0.9
19	CCCCc1ccc(NC(=O)CN(C)CC(=O)Nc2ccccc2Cl)cc1	14.0	-0.6	1.2	29.8	-4.6	-15.3	-7.5	35.7*	0.2
20	CCOC(=O)c1ccc(NC(=O)CN2C(=O)CSC(C)C2=O)cc1 (stereo not given)	-2.6	0.0	2.0	-7.7	1.1	-6.7	-1.3	-0.6	0.0
21	CC1COC2N=C(N[N+](=O)[O-])NC2O1 (stereo not given)	-15.0	-0.2	-2.8	4.2	0.9	-7.2	0.5	1.6	0.3
22	Cc1ccc(S(=O)(=O)N(CCCc2c(C)nc(N)[nH]c2=O)Cc2ccc([N+](=O)[O-])cc2)cc1	-19.2	-6.0	/	16.9	3.2	/	-3.7	/	-0.1
23	COc1ccc(NCc2n[nH]c(=O)c3ccccc23)cc1	4.0	5.9	-2.1	2.2	/	5.7	-2.4	-0.5	-0.2
24	CCCCC(=O)N1CC(=O)Nc2ccc(F)cc2C1c1ccccc1 (stereo not given)	11.9	i	3.6	6.8	1.2	11.2	0.1	0.2	3.0
25	CCc1cccc(NC(=O)CCCSc2nc3ccccc3[nH]2)c1	10.9	-0.3	-0.5	3.4	/	-0.2	-1.8	1.5	-0.3
26	CCN(CC)C(=O)c1nc[nH]c1C(=O)N(C)Cc1ccccc1	10.7	i	/	-7.5	0.6	-3.6	2.2	7.2	-0.2
27	CCOc1ccc(NC(=O)CCN2CCN(S(=O)(=O)c3cc(Cl)ccc3OC)CC2)cc1	-0.7	-0.9	-7.3	9.7	/	-11.4	-1.3	4.8	0.3
28	Cc1nc2c3ccccc3nc(NNC(=O)CCC(=O)NCCN3CCN(c4ccccc4F)CC3)n2n1	/	-11.4	-1.1	-9.3	/	3.9	-4.4	0.0	0.1
29	O=C(NCCc1ccccc1)c1ccc(S(=O)(=O)N2CCCC2)cc1	2.1	-1.3	/	0.6	0.6	-7.2	-5.6	0.7	-1.1
30	COc1ccc(OC)c(S(=O)(=O)N(C)CC(=O)Nc2ccccc2OC)c1	9.0	-5.0	-2.3	-12.4	/	-16.3	7.2	-0.2	0.6

3 entries from above, field by field.
#6 CCSc1ncc(Cl)c(C(=O)Nc2ccccc2C)n1
- PrPC surface inh: -2.4
- BH1578 lux ind: i
- SARS 3CLpro inh: 5.5
- Y pestis TopoI: -2.5
- TcdB GH inh: 0.8
- PriA SSB inh: 3.2
- Anthrax LF prot: 7.6
- PfHsp40 rescue: -2.8
- BoNT A protease: -0.4
#7 CC(Sc1nncs1)C(=O)Nc1ccc(Cl)cn1 (stereo not given)
- PrPC surface inh: 6.0
- BH1578 lux ind: -0.6
- SARS 3CLpro inh: -4.2
- Y pestis TopoI: 1.1
- TcdB GH inh: /
- PriA SSB inh: -1.4
- Anthrax LF prot: -1.5
- PfHsp40 rescue: 14.3
- BoNT A protease: -0.4
#8 CC1=CC(C)(C)N(C(=O)CNC2CCCCC2)c2cc(C)ccc21
- PrPC surface inh: 3.7
- BH1578 lux ind: -1.3
- SARS 3CLpro inh: 2.3
- Y pestis TopoI: 10.3
- TcdB GH inh: 1.3
- PriA SSB inh: -18.1
- Anthrax LF prot: -3.7
- PfHsp40 rescue: -0.3
- BoNT A protease: -0.5

(cont.)
entry	SMILES	PrPC surface inh	BH1578 lux ind	SARS 3CLpro inh	Y pestis TopoI	TcdB GH inh	PriA SSB inh	Anthrax LF prot	PfHsp40 rescue	BoNT A protease
31	O=C(O)C1C(C(=O)O)C2(Cl)C(Cl)=C(Cl)C1(Cl)C2(Cl)Cl (stereo not given)	-5.0	-0.3	/	-4.5	-0.6	1.3	-6.1	-0.2	-0.1
32	COc1cc(N2CCOCC2)ccc1/C=C1\C(=O)NC(=O)N(Cc2cccs2)C1=O	-7.4	-0.7	-1.0	-11.4	2.5	3.4	-5.0	-0.9	0.7
33	Cc1ccc(C(=O)CCC(=O)OCC(=O)Nc2nnc(-c3ccccc3)o2)cc1	-6.6	0.7	/	0.4	0.0	-8.5	1.6	/	-5.9
34	CCN(CC(=O)NCc1cccs1)C(=O)CCC(=O)c1ccc(C)cc1	8.0	i	/	7.0	0.4	-3.7	-1.8	0.9	-1.7
35	CN(C)c1ccc(/C=N/NC(=O)c2ccc(Cl)cc2)cc1	8.7	i	-1.7	12.5	0.8	/	1.4	0.2	0.7
36	Cc1onc(-c2c(F)cccc2Cl)c1C(=O)NC1CCSC1=O (stereo not given)	0.9	i	1.4	-3.3	/	2.7	/	0.2	/
37	COc1cc(OC)cc(C(=O)N[C@H](C(=O)NCc2cccs2)C(C)C)c1	2.2	-1.4	2.9	3.5	1.1	-6.5	4.9	1.3	0.2
38	NC(Cc1ccccc1)c1csc(Nc2ccc(C(=O)NCCO)cc2)n1 (stereo not given)	1.9	-0.4	/	-8.4	2.4	/	1.1	/	-0.3
39	NS(=O)(=O)c1cc2c(cc1Cl)NC(CC1CCCC1)NS2(=O)=O (stereo not given)	8.1	i	-2.9	-8.0	-0.2	-0.5	3.4	0.1	-9.0
40	C[C@@H](C(=O)Nc1nc2ccc(F)cc2s1)N1C(=O)C2CC=CCC2C1=O (stereo not given in full)	9.7	-1.0	4.0	2.1	1.0	-4.7	-4.8	1.2	-1.7
41	CCCn1c(CC)nc([N+](=O)[O-])c1Sc1ccc(F)cc1	6.6	-0.7	-1.4	-8.5	/	-20.6	-0.8	0.5	0.1
42	O=C(C1COc2ccccc2O1)N1CCN(Cc2ccccc2)CC1 (stereo not given)	2.2	-0.3	-1.7	-12.6	0.4	-14.1	-2.9	0.5	-7.3
43	O=C(COC(=O)c1ccccc1OC(F)F)Nc1ccc2[nH]c(=O)[nH]c2c1	-3.3	-5.6	/	-1.8	-1.4	29.8	1.0	0.4	4.3
44	COc1ccc(CN2C(=O)CCC2(C)C(=O)NC2CCCCC2)c(OC)c1 (stereo not given)	3.6	1.5	3.4	8.0	/	2.5	-0.2	-0.9	2.7
45	CCN(CC(=O)Nc1ccc(OC)c(OC)c1)CC(=O)Nc1ccccc1C(F)(F)F	-1.9	-0.8	-1.7	-2.8	-0.5	8.8	4.5	-0.6	-1.3
46	CN(C(=O)CN1CCN(c2ccc([N+](=O)[O-])cn2)CC1)c1ccccc1	/	i	4.9	6.7	2.0	-29.4	-0.6	0.0	1.0
47	Cc1cccc(N2C(=O)Cc3ccccc3C2=O)c1	0.7	-0.1	-1.3	2.5	0.4	4.3	-0.9	0.8	1.4
48	COc1ccc(Cl)cc1C(=O)Nc1cccc2ncccc12	-4.5	-0.6	-0.5	-0.8	1.1	-4.1	15.1	-0.8	-0.4
49	Cc1cc(C)n2c(SCc3cccs3)nnc2n1	3.6	-0.3	-6.4	2.3	/	-11.5	5.6	-0.8	-1.6
50	CCOc1ccc(C(=O)NCCC2=CCCCC2)cc1OCC	5.2	0.6	1.3	-0.6	1.0	-13.6	-2.9	-0.8	0.5
51	Cc1cccc(OCC(=O)NCC(c2ccco2)N2CCCC2)c1 (stereo not given)	2.6	i	/	-5.7	-2.8	7.0	-7.8	-1.9	-2.3
52	C=C(C)/C=N/NC(=S)Nc1ccc(S(=O)(=O)N2CCOCC2)cc1	1.5	-0.3	3.5	1.2	1.0	/	0.6	1.5	0.7
53	CCC(C)NC(=S)Nc1ccc(F)cc1 (stereo not given)	9.7	-2.0	2.9	2.6	0.2	-12.1	-1.6	?	0.1
54	CCOc1ccccc1OCC(=O)Nc1ccc(N2CCOCC2)cc1N1CCOCC1	5.0	i	/	9.9	1.0	7.2	/	1.7	/

Compound profiles, as listed above. Order of values: PrPC surface inh | BH1578 lux ind | SARS 3CLpro inh | Y pestis TopoI | TcdB GH inh | PriA SSB inh | Anthrax LF prot | PfHsp40 rescue | BoNT A protease
`COc1ccc(Cl)cc1C(=O)Nc1cccc2ncccc12` is listed with -4.5 | -0.6 | -0.5 | -0.8 | 1.1 | -4.1 | 15.1 | -0.8 | -0.4
`CCCn1c(CC)nc([N+](=O)[O-])c1Sc1ccc(F)cc1` is listed with 6.6 | -0.7 | -1.4 | -8.5 | / | -20.6 | -0.8 | 0.5 | 0.1
`NC(Cc1ccccc1)c1csc(Nc2ccc(C(=O)NCCO)cc2)n1` (stereo not given) is listed with 1.9 | -0.4 | / | -8.4 | 2.4 | / | 1.1 | / | -0.3
`Cc1cc(C)n2c(SCc3cccs3)nnc2n1` is listed with 3.6 | -0.3 | -6.4 | 2.3 | / | -11.5 | 5.6 | -0.8 | -1.6
`CN(C)c1ccc(/C=N/NC(=O)c2ccc(Cl)cc2)cc1` is listed with 8.7 | i | -1.7 | 12.5 | 0.8 | / | 1.4 | 0.2 | 0.7

Not all compounds are listed. The share of hits here may be higher or lower than overall.
